CHOP inh: blocks CHOP induction under ER stress. AID 2732. inhibition, % at 10 µM. CHO-K1 CHOP-promoter luciferase, tunicamycin-induced, 15-18 h. actives 3.8% (n = 220,000);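 active = compounds that reduced the stress-induced luciferase reporter signal by more than about 70% of percent inhibition, limit read from the data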;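 also: 0% = tunicamycin plus vehicle and 100% = wells without tunicamycin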
BaF3 parental: parental Ba/F3 viability inhibition as JAK2V617F counter-screen. CellTiter-Glo ATP luminescence. inhibition, % at 5.6 µM. actives 1.1% (n = 220,000);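 active = inhibition above a per-campaign cutoff, the mean inhibition of all tested compounds plus 3 SD, cut at about 27% in these data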;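 also: 0% = DMSO wells and 100% = JAK Inhibitor I control wells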
Wee1 stabilizer: inhibitors of human Wee1 degradation; actives 1.2% (n = 220,000); HeLa Luc-Wee1K328M stability, luciferase luminescence; 100% = proteasome inhibitor MG132 effect; AID 1321; reporter increase, % at 5 µM; P30291;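 active = activation above the mean of all tested compounds plus 3 SD, set per screening run, cut at about 8.8% in these data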;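 also: cells exposed to compound for 20 h before luminescence read; 0% = DMSO alone and 100% = MG132 at 30 µM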
Ba/F3 V617F tox: reduce viability of Ba/F3 cells dependent on JAK2V617F | Ba/F3 EpoR-JAK2V617F viability, ATP luminescence | inhibition, % at 5.6 µM | actives 1.1% (n = 220,000);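 active = inhibition above the campaign mean plus 3 SD over all tested compounds, cut at about 24% in these data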;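 also: cytokine-independent growth of Ba/F3 cells driven by EpoR plus mutant JAK2; 0% = DMSO-treated cells and 100% = JAK inhibitor I control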
RBBP9 inhibitor: inhibitors of human serine hydrolase RBBP9 | O75884 | recombinant RBBP9, FP-Rh probe fluorescence polarization | inhibition, % at 7.94 µM | actives 0.2% (n = 220,000) | AID 1515;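 active = inhibition above the campaign mean of all tested compounds plus 3 SD, cut at about 14% in these data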;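 also: plate controls were DMSO wells with RBBP9 for no effect and wells lacking RBBP9 protein for full effect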
Target sequence (O75884 whole entry, looked up): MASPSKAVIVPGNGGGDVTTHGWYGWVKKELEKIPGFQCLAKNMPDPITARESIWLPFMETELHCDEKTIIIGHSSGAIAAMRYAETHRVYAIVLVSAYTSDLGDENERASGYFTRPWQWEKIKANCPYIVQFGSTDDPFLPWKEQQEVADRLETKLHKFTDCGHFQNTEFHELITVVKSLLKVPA
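system = RBBP9 protein | input = RBBP9 at 2.5 µM in dispensed solution, before mixing | measured by = fluorescence polarization (mP), excitation 525 nm, emission 598 nm | incubation = enzyme-compound preincubation 30 min, then probe labeling 45 min, 25 °C | buffer or medium = Tris-NaCl-Pluronic buffer, pH 8.0 | compound = single dose 7.94 µM | also added = FP-Rh probe, 375 nM dispensing solution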
TRPML3 agonist: human mucolipin-3 channel agonism. Q8TDD5. HEK293 TRPML3-YFP, Fluo-8 calcium fluorescence; 100% = the carbachol control signal. activation, % at 3 µM. actives 0.29% (n = 220,000). AID 1448;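 active = activation above its plate's cutoff, the mean activation of the plate's test wells plus 3 SD, cut at about 12% in these data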;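 also: 0% = DMSO only wells and 100% = carbachol wells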
Target sequence (Q8TDD5 whole entry, looked up): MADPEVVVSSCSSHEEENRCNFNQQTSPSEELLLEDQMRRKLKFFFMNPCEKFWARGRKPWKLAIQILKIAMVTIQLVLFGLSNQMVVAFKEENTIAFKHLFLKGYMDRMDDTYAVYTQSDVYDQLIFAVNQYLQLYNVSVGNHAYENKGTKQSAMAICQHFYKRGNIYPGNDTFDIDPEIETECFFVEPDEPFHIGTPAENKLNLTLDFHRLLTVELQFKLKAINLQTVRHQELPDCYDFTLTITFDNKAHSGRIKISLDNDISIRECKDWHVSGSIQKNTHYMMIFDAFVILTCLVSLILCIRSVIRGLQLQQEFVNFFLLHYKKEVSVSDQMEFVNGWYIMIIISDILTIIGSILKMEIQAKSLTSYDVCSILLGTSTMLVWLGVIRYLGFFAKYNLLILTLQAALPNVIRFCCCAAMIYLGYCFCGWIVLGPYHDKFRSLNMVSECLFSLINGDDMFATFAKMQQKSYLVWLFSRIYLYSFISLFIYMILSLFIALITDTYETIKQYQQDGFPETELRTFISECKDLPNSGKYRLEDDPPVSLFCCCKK
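system = HEK293 cells stably carrying human TRPML3-YFP | doses = one concentration, 3 µM nominal, 0.3% DMSO | timing = dye loading 1 h 37 °C then 30 min ambient, 125 s read | detection = Fluo-8 calcium dye fluorescence, ex 470-495, em 515-575 nm | benchmarks = high control carbachol 87 µM, low control DMSO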
TNF necrop inh: blocks TNF-alpha induced death of Jurkat FADD-/- cells | Jurkat FADD-/- TNF necroptosis rescue, ATP luminescence, 24 h; 0 = TNF only, 100 = no-TNF cells | activation (protection from cell death), % at 10 µM | actives 0.068% (n = 220,000);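 active = activation, meaning protection from cell death, of at least 50% relative to plate controls; inactive = activation below 50%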;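 also: necroptosis triggered by 40 ng/mL TNF-alpha added together with compound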
PPC-1+TRAIL kill: kills PPC-1 cancer cells in the presence of TRAIL. actives 0.41% (n = 220,000). cell killing (% activity), % at 4 µM. PPC-1 cells + TRAIL, ATPLite viability luminescence;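 active = cell killing above 50% in the first pass at 4 µM, then a duplicate retest at 5 µM averaging 50% or more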;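 also: plate controls were cells with TRAIL plus DMSO for no effect and medium-only wells lacking cells for full effect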
TRPN1 ag: agonists of zebrafish TRPN1 channel | HEK293 zebrafish TRPN1-YFP, Fluo-8 calcium fluorescence; 100% = response to 87 µM carbachol | activation, % at 3 µM | actives 0.18% (n = 220,000);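 active = activation above its plate's cutoff, the mean activation of test wells on that plate plus 3 SD, cut at about 19% in these data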;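 also: 0% = DMSO alone and 100% = 87 µM carbachol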
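Assay system: Zebrafish TRPN1-YFP in HEK293 cells | Incubation: Dye loading 1 h at 37 °C, then 30 min room temperature | Measured by: Kinetic Fluo-8 fluorescence, ex 470-495, em 515-575 nm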
Starred values were filed as active, the others as inactive; · = no result given.

SMILES | CHOP inh | BaF3 parental | Wee1 stabilizer | Ba/F3 V617F tox | RBBP9 inhibitor | TRPML3 agonist | TNF necrop inh | PPC-1+TRAIL kill | TRPN1 ag
COc1ccc(NC2=C(C(C)=O)C(c3ccc(OC)cc3)C(C(C)=O)C(C)(O)C2)cc1 (configuration not stated) | 44.8 | 3.9 | 6.2 | 1.0 | 0.6 | 0.8 | 0.0 | -1.0 | 0.4
C=CCn1c(SCC(=O)c2ccc(Cl)s2)nc2ccccc2c1=O | 52.5 | 5.8 | 1.5 | 1.0 | -10.7 | -0.2 | -3.1 | 4.5 | 0.2
O=c1c2ccccc2nc(/C=C/c2ccc([N+](=O)[O-])cc2)n1CCCO | -5.5 | 2.6 | 5.7 | -1.0 | -7.5 | 0.8 | -0.9 | 11.3 | 0.5
COc1cccc(NC(=O)COc2c(F)c(F)c(C(F)(F)F)c(F)c2F)c1 | 59.6 | 8.6 | -1.9 | -1.2 | -1.2 | 0.7 | 1.5 | -7.0 | 0.0
COc1ccc(/C(C)=N/Nc2cccc(C(=O)O)c2)cc1OC | -9.8 | -2.0 | -2.0 | -0.7 | -3.2 | 0.1 | 0.0 | 16.9 | 0.7
CCn1ccnc1CN(C)Cc1cn[nH]c1-c1ccc(OC)c(F)c1 | 30.3 | 0.8 | 2.1 | 2.9 | 5.1 | 0.5 | 1.1 | 14.3 | 0.5
Cc1nnc(SCC(=O)NC2CCCc3ccccc32)n1-c1ccccc1 (configuration not stated) | 7.3 | 1.5 | 4.2 | 0.8 | -4.0 | -0.1 | -2.0 | 10.4 | -0.3
Cc1ccc(C(=O)OCC(=O)NCc2ccco2)cc1 | -9.6 | 7.3 | -1.8 | 3.8 | -2.1 | 1.6 | -1.1 | -1.7 | 0.0
COc1ccc(N2C3=[N+](CC2(C)O)c2ccccc2CC3)cc1 (configuration not stated) | -8.2 | 2.0 | -0.5 | -0.8 | -8.7 | 0.4 | 2.5 | 10.5 | 0.6
O=C(CN1CCN(Cc2ccc3c(c2)OCO3)CC1)N1CCc2[nH]c3ccccc3c2C1 | 1.7 | 5.8 | 0.0 | 1.5 | -9.6 | 1.2 | -7.5 | -4.4 | 3.6
Cc1ccc(OCC(=O)Nc2ccc3c(c2)nc(CCN2CCN(C)CC2)n3C)cc1 | 6.7 | 1.9 | 2.0 | -0.4 | -5.5 | 0.7 | -0.5 | 8.7 | 0.6
COc1ccc(S(=O)(=O)NNC(N)=S)cc1 | -1.9 | 10.7 | -3.5 | 7.8 | -0.8 | -0.3 | -0.2 | 1.3 | 1.6
COc1cccc(C(=O)OC2CCN(C)CC2)c1 | 12.3 | 1.1 | -0.4 | 2.3 | -0.7 | 0.9 | 0.8 | 8.0 | 0.3
C/C(CC(=O)NC(C)(C)C)=N\NC(N)=S | 27.6 | 3.4 | -1.9 | 3.5 | 4.5 | 1.1 | -1.1 | 16.5 | 2.0
CCC(=O)Nc1ccc(C(=O)OCC(=O)c2ccc(C)c([N+](=O)[O-])c2)cc1 | -1.1 | 3.4 | 1.7 | -5.2 | -1.7 | 0.5 | -1.9 | -5.1 | 2.2
Cc1nc2cc(C(=O)NCc3cccnc3)ccc2n1-c1ccc(F)cc1F | 28.4 | 0.3 | -2.4 | 2.2 | -2.1 | 0.5 | 0.5 | 9.5 | 0.0
O=C(CCCN1C(=O)c2ccccc2C1=O)Nc1nncs1 | 5.8 | 3.8 | 0.4 | -2.8 | -5.8 | 1.1 | -0.1 | -3.3 | 1.2
Cc1ccc(-n2c(C)cc(C3N=C(N)Nc4nc5ccccc5n43)c2C)c(C)c1 (configuration not stated) | 100.0* | 4.0 | 2.2 | -0.3 | 5.4 | -1.1 | -0.6 | 27.7 | -2.0
O=C(CCc1nnc(CCCCc2ccccc2)o1)NCCn1cccn1 | 0.3 | 8.5 | 2.0 | 1.0 | -7.6 | -0.3 | 0.2 | · | 0.6
CCOC(=O)C1(CCCc2ccccc2)CCN(C(=O)CCN2CCCCC2=O)CC1 | -16.2 | 6.5 | 0.8 | 3.7 | -2.2 | -0.1 | -0.3 | 12.6 | 1.1
O=C1c2ccccc2C(O)(c2ncc[nH]2)N1CCc1ccccc1 (configuration not stated) | 12.2 | 2.9 | -1.9 | -1.3 | -5.2 | 0.3 | 1.6 | 12.0 | -0.5
CCC(=O)Nc1cccc(-c2csc(-c3ccccc3)n2)c1 | 62.8 | 7.1 | 2.0 | -0.4 | -3.0 | -0.9 | -0.3 | 15.0 | -2.5
CCCC(=O)Nc1cccc(C(=O)Nc2ccccc2OCC)c1 | 21.1 | 1.1 | 0.1 | 1.9 | -10.1 | 0.4 | 0.6 | 17.3 | 2.3
Cc1ccccc1N(CC(=O)NCc1ccco1)C(=O)CCC(=O)Nc1nccs1 | 3.8 | 0.3 | 1.8 | 1.9 | -6.2 | 0.4 | 1.0 | 6.6 | 1.3
COc1ccc(NC(=O)CSc2nc(N)c(C#N)cc2C#N)cc1 | 13.9 | 8.1 | 4.7 | 2.5 | -11.7 | 0.1 | 0.8 | 2.3 | -0.3
CCn1c(SCC(=O)N2CCCC2)nc2ccccc2c1=O | -25.9 | 8.2 | 0.8 | 4.9 | 1.1 | -0.4 | -0.3 | -3.1 | -0.4
O=c1c(Cl)c(NCCCO)cnn1-c1nc2ccccc2[nH]1 | 16.9 | 63.3* | 1.5 | 33.7* | -6.2 | -0.4 | -1.5 | 19.0 | -1.1
COc1ccc(Cl)cc1C(=O)O/N=C(\N)c1ccncc1 | 0.1 | 0.2 | -2.2 | 0.5 | -6.4 | 0.5 | -1.2 | -0.3 | 1.5
O=C(Cc1ccccc1[N+](=O)[O-])NC1CC1 | 2.6 | 2.5 | 0.9 | -3.3 | 2.0 | 0.6 | 1.4 | 9.7 | 2.1
COc1ccc(CCNC(=O)CSc2nc3ccccc3c3nc(CCN4CCCCC4)nn23)cc1OC | 6.8 | 7.7 | 1.5 | 1.4 | -12.2 | 1.3 | 2.7 | 3.3 | 0.6
CN1OC2C(=O)N(c3ccccc3)C(=O)C2C1c1ccc(F)cc1 (configuration not stated) | 43.7 | 2.2 | 16.7* | -4.5 | -2.2 | 0.8 | -1.3 | 21.7 | 0.4
O=S1(=O)CC=C(CSC(=S)NC2CCS(=O)(=O)C2)C1 (configuration not stated) | 64.3 | 7.3 | 1.8 | 1.0 | 1.3 | -0.7 | -6.4 | 15.0 | -0.3
COc1ccc(CCNC(=O)C(C(=O)c2ccccc2)n2cc(Cl)ccc2=O)cc1OC (configuration not stated) | 9.7 | 1.1 | -0.9 | -3.6 | -3.6 | 0.7 | 0.8 | 8.6 | 0.4
CC(C)c1cc(N2CCC(=O)NC2=O)cc(C(=O)O)c1O | -6.9 | 4.3 | 3.4 | 1.3 | -3.5 | 1.1 | 0.2 | 4.5 | 0.3
CCOC(=O)c1sc(=NC(=O)COc2ccc(Cl)cc2)n(C)c1C | 3.9 | 12.8 | 0.5 | -0.5 | 0.7 | 0.7 | -0.5 | 15.8 | -0.6
COc1ccc([N+](=O)[O-])cc1NC(=O)COC(C)=O | 5.9 | 0.3 | 1.4 | -1.8 | -1.8 | 0.6 | 0.1 | -8.1 | 0.5

Only CHOP inh and RBBP9 inhibitor, for two of the compounds above:
| Molecule | CHOP inh | RBBP9 inhibitor |
| --- | --- | --- |
| COc1ccc([N+](=O)[O-])cc1NC(=O)COC(C)=O | 5.9 | -1.8 |
| CCn1c(SCC(=O)N2CCCC2)nc2ccccc2c1=O | -25.9 | 1.1 |

The results go on:
SMILES | CHOP inh | BaF3 parental | Wee1 stabilizer | Ba/F3 V617F tox | RBBP9 inhibitor | TRPML3 agonist | TNF necrop inh | PPC-1+TRAIL kill | TRPN1 ag
C=CCn1c(-c2cccnc2Cl)nc2cc(Cl)c(Cl)cc21 | 32.4 | 0.8 | 0.7 | 1.3 | -2.9 | -0.8 | -5.8 | 9.8 | -1.9
COc1ccc(CCNS(=O)(=O)c2cn(C)c(=O)n(C)c2=O)cc1OC | 24.4 | -0.3 | 0.8 | -3.3 | -7.1 | -0.2 | 0.8 | -0.7 | 0.6
COc1cccc(-c2nc3sc4c(c3c(=O)[nH]2)CCCCC4)c1 | 31.7 | 0.6 | 5.1 | -4.4 | -2.2 | 0.7 | 1.7 | 28.0 | 1.1
O=C(O)C1CCCN(S(=O)(=O)c2ccc(Br)s2)C1 (configuration not stated) | -16.1 | 5.7 | -0.9 | -0.1 | -4.5 | 1.1 | -0.4 | -6.5 | 0.9
Cc1cc(NC(=O)CSc2nnc(-c3ccccc3)n2Cc2ccco2)no1 | 14.5 | 3.8 | 0.2 | -3.8 | 0.8 | -0.8 | -0.1 | 10.7 | -2.2
C=CCOc1ccc(C2NC(=S)NC(C)=C2C(=O)c2ccccc2)cc1OC (configuration not stated) | 15.4 | -3.0 | -1.5 | -2.9 | -10.3 | -0.7 | 1.8 | 8.7 | -0.5
O=S1(=O)N=C(N(Cc2cccs2)c2ccc(O)cc2)c2ccccc21 | 16.2 | 6.3 | 3.9 | 1.2 | -1.4 | -0.2 | -0.3 | 20.3 | -1.4
CCCCCCc1cc2cc(-c3nnc(-c4cccc(OC)c4)o3)c(=O)oc2cc1O | · | 3.8 | -0.6 | -1.1 | -5.3 | 0.7 | -0.8 | · | -0.5
CC(Oc1ccc(Cl)cc1Cl)C(=O)Nc1ncccn1 (configuration not stated) | 18.8 | 0.2 | 3.2 | -0.2 | -3.8 | -0.1 | -0.4 | 13.7 | -0.6
COc1cc(C(=O)OCc2cc3ccccc3[nH]c2=O)cc(OC)c1OC | 34.1 | 1.5 | 0.5 | -5.2 | 2.8 | 0.0 | -1.2 | -8.9 | 1.3
COc1cc(C(=O)O)ccc1Cl | -2.7 | 2.5 | 1.4 | -0.6 | -5.4 | 0.9 | 1.4 | 25.0 | 0.8
CCOC(=O)C1CCN(CCC(=O)Nc2cccc(Cl)c2C)CC1 | 45.4 | -0.1 | -0.5 | -3.5 | -4.1 | 1.2 | 0.7 | 5.0 | 0.1
CCC(=O)Nc1ccc(Nc2nc(C)c([N+](=O)[O-])c(Nc3ccc(NC(=O)CC)cc3)n2)cc1 | 3.7 | 8.6 | -1.6 | 2.0 | 8.4 | -0.9 | -4.4 | -13.9 | 1.6
CCCCN(c1ccccc1)S(=O)(=O)N(C)C | -4.7 | 4.0 | -1.1 | -3.3 | -3.7 | -0.1 | -0.8 | 38.2 | -0.6
COc1ccc(N/C=C/C(=O)C(C)(C)C)cc1 | 7.2 | 9.5 | -1.3 | 3.1 | -0.9 | 0.4 | -0.5 | 7.1 | -0.6
Nn1c(SCC(=O)N2CCOCC2)nnc1-c1ccc(Cl)cc1Cl | -4.9 | -0.8 | 2.8 | 1.2 | -4.9 | 0.5 | -2.9 | -7.4 | 0.4
CNC(=S)NNc1ccccc1[N+](=O)[O-] | 7.1 | 2.1 | 0.6 | -0.8 | -5.3 | 0.9 | -0.4 | -3.2 | 0.5

Source: PubChem (several laboratories)
